Source: PubChem BioAssay (MTDP)
RNase H inhibition – RNase H inhibition, HIV 1 Gag Pol polyprotein, FRET biochemical assay, screening (AID 372). HIV-1 RT RNase H, FRET RNA/DNA substrate fluorescence; higher % means a stronger effect. inhibition, % at 10 µM; hits with a dose series show IC50 in µM. 100,000 compounds, 0.77% hits; in the data active = inhibition above about 50%
* marks the source's active call; other numbers are inactive results.

no.	structure	RNase H inhibition
1	CCCCOc1ccc(C(=O)Nc2ccc(S(=O)(=O)Nc3nccc(C)n3)cc2)cc1	8%
2	O=C(/C=C/c1ccccc1)C1=C(O)C(=O)N(c2ccccc2)C1c1ccc(Cl)cc1 (stereo not given)	16%
3	COc1ccc(C2NC(C)(C)Cc3cc(OC)c(OC)cc32)cc1 (stereo not given)	1%
4	Cc1nc(-c2ccccc2)nc(N/N=C/c2cccc([N+](=O)[O-])c2)c1C	10%
5	Cc1ccccc1OCCCCCNCCO	0%
6	Cc1ccc(-n2c(C)cc(/C=C(\C#N)C(=O)Nc3cccc(C)c3)c2C)cc1	1%
7	Cc1cccc2c1[nH]c1nc(N/N=C\c3ccc(-c4ccccc4Cl)o3)nnc12	40%
8	CN(C)CCCNC(=O)c1ccc(C(=O)NCCCN(C)C)cc1	9%
9	O=C(NCCNc1ccc([N+](=O)[O-])cc1Cl)c1ccccc1Br	15%
10	CS(=O)(=O)c1ccc2nc(NC(=O)C3CCCCC3)sc2c1	4%
11	COc1ccc(OCCn2cc(C=O)c3ccccc32)cc1	4%
12	CC(C)OC(=O)C1C(=O)CC(C)(O)C(C(=O)OC(C)C)C1c1cccc([N+](=O)[O-])c1 (stereo not given)	0%
13	COc1ccc(CN2CCN(C3CCCCC3)CC2)cc1OCc1ccccc1	2%
14	O=C(CC(=O)c1ccccc1O)c1ccc(Br)cc1	0%
15	CCC(=O)N(CCc1ccccc1)C1CC(=O)N(c2ccc(OC)cc2)C1=O (stereo not given)	1%
16	O=C(Nc1nc2ccc(Br)cc2s1)c1cccc(Cl)c1	36%
17	COc1cc(OC)cc(C(=O)Nc2cc(C)ccc2OC)c1	15%
18	CS(=O)(=O)N1CCN(c2ccc([N+](=O)[O-])c(NC3CC3)c2)CC1	4%
19	Cc1nc(-c2ccccc2)nc(N/N=C/c2ccccc2F)c1C	3%
20	CCC(=O)c1cc2c(cc1NC(=O)c1ccc(Cl)cc1)OCCO2	15%
21	COc1cc(C=O)c(Br)cc1OCc1ccccc1Cl	11%
22	CC1=NN(c2ccc(C(=O)O)cc2)C(=O)/C1=C\c1ccc(N(C)C)cc1	6%
23	C/C(=N/NC(=O)CNc1ccc(C)cc1)c1ccc(Br)s1	20%
24	CC(C)C(NC(=O)c1ccc(CN(c2ccccc2)S(C)(=O)=O)cc1)C(C)C	7%
25	Oc1ccc(Cl)cc1-c1cc(-c2cccc(Br)c2)n[nH]1	32%
26	COc1ccc(OC)c(/C=N/N2CCN(Cc3ccc(Cl)cc3)CC2)c1	18%
27	O=C(CSc1n[nH]c(-c2ccccc2)n1)c1ccccc1	0%
28	COc1cc(C)ccc1OCCCOc1ccc(Cl)c(C)c1C	16%
29	O=[N+]([O-])c1cc(C23CC4CC(CC(O)(C4)C2)C3)c([N+](=O)[O-])cc1C12CC3CC(CC(O)(C3)C1)C2	0%
30	Cc1ccc(OCC(=O)Nc2cc(Cl)ccc2C)cc1	9%
31	COc1cc(NC(=O)COc2cccc(C)c2C)c(OC)cc1Cl	29%
32	O=C(Nc1ccc(OC(F)(F)F)cc1)c1ccc(Cl)cc1Cl	7%
33	O=C(CN1C(=O)c2ccccc2C1=O)Nc1cccc(-c2nc3ccccc3c(=O)o2)c1	43%
34	CC(c1ccccc1)C1C(C#N)=C(N)Oc2n[nH]c(-c3ccccc3)c21 (stereo not given)	8%
35	O=S(=O)(c1ccc(Br)cc1Br)N1CCN(c2ccccc2)CC1	5%
36	CC[n+]1ccccc1/C=C\c1ccc(O)cc1	1%
37	COc1ccccc1C(=O)Nc1nc2ccccc2n1CCOc1ccccc1	0%
38	CCC1=NN2C(=N)/C(=C/c3ccc(OCc4ccccc4)cc3)C(=O)N=C2S1	17%
39	O=C(N/N=C/c1ccccn1)c1sc2cc(Cl)ccc2c1Cl	8%
40	O=C(CSc1nc2sc3c(c2c(=O)[nH]1)CCCC3)NCc1ccco1	10%
41	Cc1cccc(N2C(=O)c3ccc(N)cc3C2=O)c1C	4%
42	O=C1NC(=Nc2cccc(Cl)c2Cl)S/C1=C\c1cccc([N+](=O)[O-])c1	36%
43	CC1C(C(=O)N(C=O)c2ccc(Br)cc2)C2C=CC1C21CC1 (stereo not given)	0%
44	COc1ccc(CC(=O)Nc2ccc3c(c2)OCCO3)cc1OC	6%
45	O=C(NCc1ccccn1)Nc1cccc(C(F)(F)F)c1	10%
46	O=C(CN1CCCCC1)Nc1ccc(I)cc1	12%
47	Cc1n[nH]c(C)c1CCC(=O)N/N=C/c1cccs1	0%
48	Clc1cccc(CN2CCN(Cc3ccco3)CC2)c1	1%
49	Cc1ccc(C(=O)CSc2ccccc2C(=O)O)cc1	12%
50	NC(N)=NS(=O)(=O)c1ccc(N/C=C2/CCCCC2=O)cc1	0%

Continued.
no.	structure	RNase H inhibition
51	COc1cc(/C=C2\SC(=O)N(c3cccc(Cl)c3)C2=O)cc([N+](=O)[O-])c1O	8%
52	COC(=O)c1ccc(NC(=S)Nc2ccccc2)cc1	5%
53	CC(C)=CCC(C)(C)CN(C=O)CC(C)(C)CC=C(C)C	2%
54	COc1ccc(-c2cc(C(=O)Nc3sc4c(c3C(N)=O)CCCC4)c3ccccc3n2)cc1OC	19%
55	Cc1cccc(OCC(=O)Nc2ccc(Cl)cc2)c1C	2%
56	O=C(NCc1ccc(Cl)cc1)C(=O)N/N=C/c1cccs1	6%
57	COc1ccc(/C=C2/C(=O)ON=C2c2ccccc2)cc1	13%
58	O=C(CCCN1CCN2CCCC2C1)c1ccc(F)cc1 (stereo not given)	5%
59	Cc1ccc(N(CC(=O)NCc2cccnc2)S(C)(=O)=O)cc1C	6%
60	O=C1CCCC2=C1C(c1ccccc1)C1C(=O)c3ccccc3C1=N2 (stereo not given)	8%
61	Cc1ccc2nc(-c3sc(=S)n(-c4ccccc4)c3N)[nH]c2c1	21%
62	Cc1cc2nn(-c3ccc(Cl)cc3)nc2cc1NC(=O)COc1ccccc1C	11%
63	CC1CCN(c2cc(N3CCN(C(=O)c4cccc(F)c4F)CC3)c([N+](=O)[O-])cc2F)CC1	25%
64	CC(=O)Nc1ccc(-n2c(C)cc(/C=C(/C#N)C(=O)Nc3ccc(Cl)cc3)c2C)cc1	8%
65	CN(C)c1ccc(/C=N/S(=O)(=O)c2cccs2)cc1	19%
66	Cc1ccc(OCC(=O)NNC(=O)c2cc(Cl)ccc2O)c(C)c1	2%
67	CC(=O)c1cccc(NC(=O)c2cccc(S(=O)(=O)N3CCOCC3)c2)c1	2%
68	Cc1ccc(NCC(=O)N/N=C\c2cccc(OC(=O)c3ccccc3)c2)cc1	5%
69	O=C(CN(c1ccccc1F)S(=O)(=O)c1ccccc1)Nc1ccccc1F	3%
70	CCOc1cc(C2C(C(=O)OCc3ccc(OC)cc3)=C(C)NC3=C2C(=O)CCC3)ccc1O (stereo not given)	0%
71	Cc1ccc(SCCNC(=O)CN(c2cc(C)ccc2C)S(=O)(=O)c2ccccc2)cc1	6%
72	COc1ccc(Br)cc1CNC1CCCCC1C (stereo not given)	0%
73	COc1ccc(OC)c(NC(=O)c2c(OC)cccc2OC)c1	0%
74	C=C(C)c1cccc(C(C)(C)NC(=O)Nc2cc(C)ccn2)c1	15%
75	CCC(=O)Nc1c(C)n(C)n(-c2ccccc2)c1=O	5%

7 structures from above, arranged by number of heavy atoms, rising:
no.	structure	RNase H inhibition
75	CCC(=O)Nc1c(C)n(C)n(-c2ccccc2)c1=O	5%
57	COc1ccc(/C=C2/C(=O)ON=C2c2ccccc2)cc1	13%
59	Cc1ccc(N(CC(=O)NCc2cccnc2)S(C)(=O)=O)cc1C	6%
51	COc1cc(/C=C2\SC(=O)N(c3cccc(Cl)c3)C2=O)cc([N+](=O)[O-])c1O	8%
69	O=C(CN(c1ccccc1F)S(=O)(=O)c1ccccc1)Nc1ccccc1F	3%
62	Cc1cc2nn(-c3ccc(Cl)cc3)nc2cc1NC(=O)COc1ccccc1C	11%
64	CC(=O)Nc1ccc(-n2c(C)cc(/C=C(/C#N)C(=O)Nc3ccc(Cl)cc3)c2C)cc1	8%

Next compounds:
no.	structure	RNase H inhibition
76	O=C(CC1SC(=Nc2ccccc2)N(c2ccccc2)C1=O)Nc1ccc(F)cc1 (stereo not given)	14%
77	Cc1[nH]n(-c2ccc([N+](=O)[O-])cc2)c(=O)c1C=NCC1CCNCC1	14%
78	O=C(NC(=S)Nc1cc([N+](=O)[O-])ccc1Cl)c1cccc(Cl)c1	45%
79	O=C(CC(=O)c1ccccc1O)c1cccc(F)c1	10%
80	CCOc1ccc(C(=O)Nc2cccc(-c3nc4ccccc4s3)c2C)cc1Cl	21%
81	CCC(Oc1ccccc1)C(=O)Nc1ccc(S(N)(=O)=O)cc1 (stereo not given)	5%
82	COc1cccc(C2C(C(=O)OCc3ccccc3)=C(C)NC3=C2C(=O)CC(c2ccccc2)C3)c1 (stereo not given)	6%
83	CC(=O)n1ccc(C(=O)Nc2ccc(Cl)c(Cl)c2)n1	2%
84	CCC(=O)Nc1ccc(NC(=S)NC(=O)c2cccs2)cc1	14%
85	O=C(/C=C/c1ccco1)Nc1ccc(-c2nc3cc(Cl)ccc3o2)cc1	51%*
86	Cc1cc(C)c2oc(-c3cccc(NC(=O)C(Cl)(Cl)Cl)c3C)nc2c1	18%
87	Cc1cc(NC(=O)c2cccc(N(C)C)c2)ccc1Br	15%
88	COc1cc(NC(=O)C(=O)NCc2ccco2)c(OC)cc1Cl	2%
89	CN(C)CCCOC(=O)c1cccc(Cl)c1	3%
90	CC1=C(C(=O)OC2CCCCC2)C(c2ccc(N(C)C)cc2)NC(=O)N1 (stereo not given)	26%
91	CCCOc1ccc(C(=O)NC(=S)Nc2cc(Cl)c(Cl)cc2Cl)cc1	46%
92	O=C(CC(Nc1ccc2ncccc2c1)c1ccc(F)cc1)c1ccccc1 (stereo not given)	24%
93	Cc1ccc2c(c1)c1c3n2CCN(C(=O)c2ccc([N+](=O)[O-])cc2)C3CCC1 (stereo not given)	8%
94	COc1cc(C(=O)NC(NC(=S)Nc2cc(Cl)ccc2Cl)C(Cl)(Cl)Cl)cc(OC)c1OC (stereo not given)	4%
95	CCOC(=O)c1c(C)nc2c(c1-c1ccc(Cl)cc1Cl)C(=O)CC(C)(C)C2	3%
96	COc1ccc(NS(=O)(=O)c2ccc(Br)cc2)cc1OC	8%
97	CC(C)(C)C(=O)CON1C(=O)c2ccccc2C1=O	0%
98	O=C(/C=C/c1ccccc1)NC(=S)Nc1cccc(NC(=O)c2ccccc2Cl)c1	14%
99	N#CC1=C(N)OC2=C(C(=O)CC(c3ccccc3)C2)C1c1ccccc1F (stereo not given)	6%
100	Cc1ccc(S(=O)(=O)N(CC(O)Cn2c3ccccc3c3ccccc32)CC2CCCO2)cc1 (stereo not given)	20%

Looked up above.
Cc1[nH]n(-c2ccc([N+](=O)[O-])cc2)c(=O)c1C=NCC1CCNCC1 – RNase H inhibition = 14%
O=C(/C=C/c1ccccc1)NC(=S)Nc1cccc(NC(=O)c2ccccc2Cl)c1 – RNase H inhibition = 14%
CCCOc1ccc(C(=O)NC(=S)Nc2cc(Cl)c(Cl)cc2Cl)cc1 – RNase H inhibition = 46%
CC(=O)n1ccc(C(=O)Nc2ccc(Cl)c(Cl)c2)n1 – RNase H inhibition = 2%

(cont.)
no.	structure	RNase H inhibition
101	CCSc1nnc(NC(=O)/C=C/c2ccc(C(C)(C)C)cc2)s1	9%
102	CCOC(=O)C(CC(C)C)NC(=O)C(Cc1ccccc1)N1C(=O)c2ccccc2C1=O (stereo not given)	11%
103	C/C(=N\NC(=O)CNC(=O)COc1cccc(C)c1)c1ccccc1	9%
104	COc1cccc(OCC(=O)Nc2ccc3c(c2)OCCO3)c1	3%
105	O=C1CC(c2ccccc2)CC(O)=C1C=Nc1ccccc1-c1ccccc1 (stereo not given)	8%
106	O=C(CC1S/C(=N\N=C\c2cccs2)NC1=O)Nc1ccc(Cl)c(Cl)c1 (stereo not given)	4%
107	CC1(C)CC(C(CCN)c2ccc(F)cc2)CCO1 (stereo not given)	15%
108	O=C1OC(c2cccc(F)c2)=N/C1=C\c1c(Cl)cccc1Cl	15%
109	Cc1c(Cl)cccc1NC(=O)C1CC1(c1ccccc1)c1ccccc1 (stereo not given)	19%
110	CC1CCc2c(sc(NC(=O)Nc3ccc(Cl)c(Cl)c3)c2C#N)C1 (stereo not given)	8%
111	CC(C)NC(=O)C(=O)NNC(=O)C12CC3CC(CC(C3)C1)C2	7%
112	CCOC(=O)c1c(C)oc2c1C(=O)c1ccccc1C2=O	7%
113	Cc1ccc(/C=C2/SC(=S)N(CCCC(=O)Nc3ccccc3Br)C2=O)cc1	20%
114	N=C1C(c2nc3ccccc3c(=O)[nH]2)=C(O)CN1Cc1ccccc1	3%
115	Cc1cc(I)ccc1NC(=O)COc1ccc(Br)cc1	24%
116	O=C(Nc1ccc(Br)cc1)c1ccccc1O	13%
117	COc1ccc(Cl)cc1NC(C)=O	6%
118	Cc1ccc(S(=O)(=O)Nc2cccc(Cl)c2)cc1[N+](=O)[O-]	6%
119	CN(C)c1ccc(-c2nc(-c3ccccc3)nc(-c3ccccc3)n2)cc1	10%
120	Oc1c(Cl)cc(Cl)cc1C=Nc1ccc(-c2nc3ccc(N=Cc4cc(Cl)cc(Cl)c4O)cc3[nH]2)cc1	2%
121	COc1cc(OC)cc(C(=O)N/N=C(\C)CC(=O)Nc2ccccc2-c2ccccc2)c1	7%
122	C(=Nn1cnnc1)c1ccccc1	2%
123	CCOc1cc(/C=C2/C(=O)NC(=O)N(c3cccc(C)c3)C2=O)cc(Br)c1O	10%
124	CCc1ccccc1NC(=O)c1ccc(OC)cc1	0%
125	CC(=O)n1c2ccccc2c2nc3ccc([N+](=O)[O-])cc3cc21	3%
126	O=C(Nc1ccc([N+](=O)[O-])cn1)C1CC1	4%
127	CC1=C(C(=O)OCC2CCCCC2)C(c2ccc(Br)cc2)NC(=O)N1 (stereo not given)	26%
128	COc1cccc(CN2CCC(Cc3ccccc3)CC2)c1OC	7%
129	CCOc1ccc(C(=O)Nc2ccc3nn(-c4ccccc4)nc3c2)cc1Cl	6%
130	COc1cc(NS(=O)(=O)c2ccc(NC(C)=O)cc2)c(OC)cc1Cl	4%
131	O=C(NNC(=O)c1ccccc1C(=O)O)c1cccc(Br)c1	5%
132	CNc1ccc(N2CCOCC2)c2c1C(=O)c1ccccc1C2=O	6%
133	O=C(NCc1ccc(F)cc1)c1ccc(Cl)c(Cl)c1	12%
134	CCOc1ccc(C(=O)Nc2ccc(OC)c(Cl)c2)cc1	7%

The list is partial, so the mix of outcomes need not match the whole.
